Compound activity from PubChem.
FN deposition inh = inhibitors of fibronectin matrix deposition, primary screen, AH1F cells, Alexa488-fibronectin fluorescence, plate reader; AH1F fibroblasts, overnight; inhibition, % at 12.6 µM; 0.086% of 350,000 active; AID 743247, 2014;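 active = mean inhibition across replicates of 30% or more, regardless of how many single replicates reach that level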;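 also: positive control wells lacked labelled fibronectin entirely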
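Material: AH1F fibroblast monolayer depositing Alexa488-labelled fibronectin into matrix / Amount: 10000 AH1F cells per well / Signal: fluorescence 485/525 nm / Medium: DMEM, 2% serum / Compound: single dose, pinned / Incubation: 1 h cell adhesion before compound, then overnight fibronectin incubation / Reagent: Alexa488-FN, 24 nM final / Read-out: inhibition of fibronectin deposition signal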
INS-1E GSIS act = GLuc luminescence reporter in INS-1E cells, primary screen for activators of glucose-dependent secretion of insulin | INS-1E GLuc reporter insulin secretion, 2-3 h | activation, % at 16.6 µM | 0.61% of 370,000 active;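 active = lowest replicate activation of at least 40%, so every replicate reaches that level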;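 also: 0% = median of neutral control wells and 100% = median of IBMX positive control wells; some compounds called inactive have numbers as strong as hits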
PglD DTNB = C. jejuni PglD acetyltransferase inhibitors, primary screen, biochemical, DTNB colorimetric, single point; UDP-N-acetylbacillosamine N-acetyltransferase PglD (Campylobacter jejuni); purified PglD enzyme, DTNB colorimetric CoA detection; inhibition, % at 12.5 µM; 0.098% of 360,000 active; in the data active = inhibition above about 16%, passing the limit was not always enough; also: strong numbers were not always called active
Statin myotox sup = suppressors of statin myotoxicity in C2C12 myotubes, primary screen, cell-based, single point, plate reader | C2C12 myotubes + simvastatin, ATP luminescence, 48 h; scaled: DMSO 0, geranylgeraniol control 100 | rescue of ATP level, % at 7.49 µM | 0.78% of 330,000 active;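 active = mean ATP rescue above about 67%, or every replicate alone reaching that limit, limit read from the data, passing the limit was not always enough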;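 also: myotubes were challenged with 10 µM simvastatin during compound exposure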
Cneo AK release = Cryptococcus neoformans cell lysis inducers, primary screen, AK release luminescence, single concentration; C. neoformans lysis, adenylate kinase release luminescence, 4 h; normalised: neutral wells 0, clomiphene wells 100; lysis activity, % at 15 µM; 0.2% of 360,000 active;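 active = mean lysis activity across replicates of at least 80%, whatever share of replicates individually reach that level; inactive = mean lysis activity below 80%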
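Material – Cryptococcus neoformans yeast cells · Quantity – 5 × 10^6 yeast cells/mL · Buffer or medium – YPD medium · Compound – single dose · Timing – 4 h static compound exposure, 37 °C, read 1 h post-reagent · Signal – adenylate kinase release luminescence · Read-out basis – lysis from increased AK signal · Benchmarks – Clomiphene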
PGC1a acetyl inh = inhibitors of PGC1a acetylation signal, primary screen, cell-based, U2OS, AlphaScreen, inhibitor mode. AlphaScreen anti-acetyl-lysine; with virally co-expressed GCN5 acetyltransferase. inhibition, % at 15.6 µM. 0.17% of 350,000 active. AID 651687, 2012;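 active = every replicate shows inhibition of at least 40%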;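 also: 0% = neutral control wells and 100% = positive control wells; some results beyond the cut were filed as inactive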
F508del corr = F508del CFTR correction, initial screen, CFBE line, single point; CFBE cells, YFP halide quenching; stimulated with forskolin plus potentiator P3; % fluorescence drop versus neutral controls; activity (quench increase), % at 7.58 µM; 0.36% of 350,000 active;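 active = mean added fluorescence quench of at least 8% versus neutral control, with both replicates also reaching 8%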;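 also: cells transiently co-express mutant CFTR-F508del with the halide-sensitive YFP; corrector assay measuring rescue of mutant channel to the surface after 24 h compound exposure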
miR-122 sensor = miR-122 Renilla sensor signal increase in Huh7, primary screen, miR-122 inhibitor project, cell-based, single point, plate reader. activation (reporter increase), % at 12.5 µM. Huh7 miR-122 Renilla luciferase sensor, 48 h; neutral wells = 0, positive control = 100. 0.3% of 340,000 active;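 active = mean replicate activation score at least 90 and every replicate individually at or above 90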;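 also: higher luciferase means less miR-122 activity so hits act as miR-122 inhibitors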
The depositor's hits bear a star; nt = no result given; & = joins results of further samples; [ ] = remark or other dose.

SMILES	FN deposition inh	INS-1E GSIS act	PglD DTNB	Statin myotox sup	Cneo AK release	PGC1a acetyl inh	F508del corr	miR-122 sensor
CCOC(=O)c1ccc(NC(=S)NNC(C)(C)C)cc1	-3	8	0	nt	1	10	-0.9	1
CCOC(=O)CSc1ccc(C(=O)N2CCN(C)CC2)cc1[N+](=O)[O-]	-2	10	-3	5	-11	-17	-5.0	4
COC(=O)CSc1nnc(Cc2cc(=O)[nH]c(=O)[nH]2)n1-c1cccc(OC)c1	4	nt	-1	nt	0	nt	nt	-6
Clc1cc2c(cc1/C=N/Nc1nc(N3CCOCC3)nc(N3CCOCC3)n1)OCO2	-4	19	nt	nt	nt	-6	-0.4	nt
Cn1ccsc1=NC(=O)c1ccccc1F	-5	2	-1	7	1	0	-0.6	-1
N#Cc1c(NC(=O)CSc2nc3ccccc3s2)sc2c1CCCC2	2	3	-3	nt	-2	2	nt	-2
CCN(C(=O)c1ccco1)c1nc(-c2ccc(OC)cc2)cs1	-1	11	-3	-2	-4	-12	-0.9	-2
CCOc1ccc(-c2nc(CSc3nnc(N)s3)cs2)cc1OC	nt	57*	-2	14	-1	25	nt	-2
CC1=NN(c2ccccc2)C(=O)C1N=Nc1ccc(S(N)(=O)=O)cc1 (stereo unspecified)	0	21	-2	4	4	10	3.3	-8
O=C(CNC(=O)c1ccc(Cl)cc1Cl)OCC(=O)N1CCN(c2ccccc2)CC1	2	-6	0	nt	-1	-4	1.4	-8
COc1ccc2c(CN(C)Cc3ccccc3)cc(=O)oc2c1	-1	-16	-4	7	-3	-11	-2.5	-11
COC(=O)C(C)NC(=O)C12CC3CC(CC(C3)C1)C2 (stereo unspecified)	nt	-2	4	nt	1	3	nt	-10
Cc1cccc(NC(=O)CNC(=O)c2ccccc2Cl)n1	1	20	7	-7	-1	nt	6.0	nt
CC=Cc1ccc2n(c1=O)C[C@H]1[C@H](CO)[C@@H](C(=O)NCc3ccncc3)N(Cc3ccncc3)[C@@H]21 (mixture of isomers)	nt	9	2	-9	0	nt	4.4	-5[16.7 µM]
Cc1ccc([C@@H]2CC=C(C(=O)O)CN2S(=O)(=O)c2ccccc2C)cc1	-3	nt	6	3	-1	nt	-2.9	nt
O=C(N/C(=C\c1ccc([N+](=O)[O-])cc1)C(=O)N1CCCCC1)c1ccco1	-6	2	2	-5	0	nt	-0.5	nt
O=C(CCCN1C(=O)NC2(CCCC2)C1=O)Nc1ccc(F)cc1	-8	13	5	4	0	nt	1.8	nt
C[C@H]1CN([C@@H](C)CO)C(=O)c2cccc(NC(=O)c3nc4ccccc4s3)c2O[C@H]1CN(C)CC1CCCCC1	15	-28	-4	-46	8	6	-0.9	35[16.7 µM]
O=C(COC(=O)/C=C/c1cccc(F)c1)NC1CCCC1	0	-3	-1	4	0	4	-7.4	-3
CCOC(=O)c1sc(NC(=S)NC(=O)c2ccccc2)c(C(=O)OCC)c1C	-3	30	-3	nt	nt	16	nt	-1
COc1ccc(NC(=O)N2CCCCCC2)c(OC)c1	-2	7	-2	nt	-3	nt	1.4	nt
C=C[C@@H]1c2c(F)cccc2N(S(=O)(=O)c2ccc(C)cc2)[C@H](c2ccc(C(=O)OC)cc2)C1(C#N)C#N	11	8	0	126*	0	-14	-9.3	-3
COc1ccc(Oc2c(OC)cc([N+](=O)[O-])c3ncccc23)cc1	nt	6	3	3	0	-9	-2.5	13
CCOCCCNC(=O)c1c(N)n(-c2ccc3c(c2)OCO3)c2nc3ccccc3nc12	8	7	nt	-19	nt	-22	1.6	nt
CCC(C)C(=O)Nc1nnc(SCC(=O)NC(C)(C)C)s1 (stereo unspecified)	4	0	nt	nt	nt	1	-1.4	nt
Cc1cccc(N(CC(=O)N/N=C/c2ccc(OCC(=O)NCc3ccco3)cc2)S(C)(=O)=O)c1C	nt	nt	-6	13	-11	-5	nt	-2
Cc1cccc(CN2CCOCCS2(=O)=O)c1	-4	nt	-2	-1	-3	14	0.9	-3
CCN(CC)CC(O)CN1C(=O)NC(C)(C)C1=O (stereo unspecified)	2	4	1	-1	2	2	1.0	-1
CCOC(=O)CCCNc1ccc([N+](=O)[O-])cc1[N+](=O)[O-]	nt	-1	-3	nt	-3	1	nt	-1
COc1cc2c(cc1OC)CN(C1CCCN(Cc3cccc(C(C)=O)c3)C1)CC2 (stereo unspecified)	3	7	2	6	-1	-21	1.5	-5
CCN(CCn1cccn1)C(=O)c1cccc(OC2CCN(S(C)(=O)=O)CC2)c1	4	-10	-2	nt	1	4	-0.3	-4
CCOC(=O)N1CCN(CC(O)COc2cc(C)cc(C)c2)CC1 (stereo unspecified)	-5	nt	-7	4	-1	1	1.5	0
CCOc1ccc(C(=O)N2CCN(c3ccccc3)CC2)cc1	2	-36	nt	nt	nt	16	-3.4	-3
N/C(=N\OC(=O)Nc1ccccc1)c1ncc(C(F)(F)F)cc1Cl	nt	nt	0	-14	-20	10	nt	-2
COCC#Cc1cnc2c(c1)C(=O)N([C@@H](C)CO)C[C@H](C)[C@H](CN(C)C(C)=O)O2	1	24	4	-3	0	2	-2.9	12[16.7 µM]
CC(=O)N1CCSc2ccc(S(=O)(=O)NCc3ccccc3)cc21	3	-3	4	1	29	2	3.7	15
O=C(N[C@H]1CC[C@@H](CCNS(=O)(=O)c2ccc(F)cc2)O[C@@H]1CO)C1CCCC1	nt	3	3	0	-4	1	-1.6	6[16.7 µM]
C[C@H]1CN([C@@H](C)CO)C(=O)c2cc(-c3ccccc3)cnc2O[C@H]1CN(C)C(=O)Cc1ccccc1	nt	0	4	41	-2	-1	-2.8	3[16.7 µM]
Cc1cccc(C(C(=O)NC2CCCC2)N(Cc2cccnc2)C(=O)c2csnn2)c1 (stereo unspecified)	2	34	1	5	-2	nt	-0.4	nt
C[C@H](O)C#Cc1ccc2c(c1)O[C@H](CN(C)C(=O)C1CC1)[C@@H](C)CN([C@H](C)CO)S2(=O)=O	-8	5	0	13	1	2	1.3	0[16.7 µM]
Cc1noc(C)c1NC(=O)Nc1ccc2c(c1)CC(=O)N([C@@H](C)CO)C[C@@H](C)[C@@H](CN(C)Cc1ccc(C(=O)Nc3ccccc3N)cc1)O2	-7	-4	nt	nt	nt	9	-3.9	nt
CC1CCC/C(=C\Nc2ccccc2C(=O)O)C1=O (stereo unspecified)	-1	nt	3	1	0	-2	nt	-4
C[C@H]1CCCCO[C@H](CN(C)C(=O)Nc2ccc(C(F)(F)F)cc2)[C@@H](C)CN([C@@H](C)CO)C(=O)c2cc(NS(=O)(=O)c3cn(C)cn3)ccc2O1	-2	-8	2	nt	0	-7	-2.0	12[16.7 µM]
O=[N+]([O-])c1cc2c(c(CSc3nnc(Nc4ccccc4)s3)c1)OCOC2	nt	30	-7	12	-1	-20	nt	-7
Cn1c(SCc2ccccc2Cl)nc2c1c(=O)[nH]c(=O)n2C	0	-1	-4	1	-1	12	3.5	-4
COc1cccc(C(=O)NCCSc2c(C)[nH]c3ccccc23)c1OC	-13	-29	7	nt	0	5	0.8	nt
CCN(C(=O)CCNC(=O)Cn1cnc2ccccc2c1=O)c1cccc(Cl)c1	4	-4	1	-4	-4	-4	-0.5	-9
C[C@H](CO)N1C[C@H](C)[C@@H](CN(C)Cc2ccccn2)Oc2cc(C#CC3CC3)ccc2S1(=O)=O	-14	-1	0	-38	2	-29	1.7	67[16.7 µM]
CCN1C(=O)[C@H]2[C@@H](c3ccc(C)cc3)N3C(=O)N(c4ccccc4)C(=O)[C@@]3(C)[C@H]2C1=O	-2	-7	4	5	5	6	0.3	-1
CC(=O)N1CCCc2cc(S(=O)(=O)CCC(=O)Nc3cccc(C)c3C)ccc21	-1	-7	-2	-5	-1	nt	1.5	3
CCn1c(SCC(=O)Nc2nccs2)nnc1-c1ccc(C)cc1	nt	nt	0	0	3	4	nt	16
O=C1c2ccccc2C(=O)N1CC(O)Cn1nnc2ccccc21 (stereo unspecified)	-11	nt	-7	6	1	-6	nt	-14
CSc1nc2sc(-c3ccccc3)cc2c(=O)n1N	nt	nt	1	-8	-1	-15	nt	12
COc1cc(NC(=O)c2cc(OC)c(OC)c(OC)c2)cc(-n2cnnn2)c1	-5	2	0	-15	-1	-8	-1.9	-2
COc1ccc(CN(C)C(=O)[C@H]2O[C@@H](n3ccc(=O)[nH]c3=O)[C@H](O)[C@@H]2O)cc1OC	-2	8	0	2	-2	0	-0.4	0
COc1ccc(-c2ccc3c(c2)O[C@H](CN(C)Cc2ccccc2C(=O)O)[C@H](C)CN([C@H](C)CO)S3(=O)=O)cc1	-2	5	3	9	-1	5	0.0	-10[16.7 µM]
O=C(COc1ccc([N+](=O)[O-])cc1)Nc1ccc2c(c1)nc1n2CCOC1	0	3	0	0	0	23	0.1	-5
CNC(=O)c1sc(N2N=C3/C(=C/c4ccccc4)CCCC3C2c2ccccc2)nc1C (stereo unspecified)	nt	7	-2	18	-3	12	-4.0	2
Cc1ccc(S(=O)(=O)N[C@@H]2C=C[C@@H](CC(=O)NCCc3ccncc3)O[C@H]2CO)cc1	nt	3	-1	0	4	-2	-1.6	nt
CCC(=O)N(C)C(c1ccccc1Cl)c1nnnn1-c1c(C)cccc1C (stereo unspecified)	-12	nt	1	-4	4	-10	nt	-4
(more compounds)
SMILES	FN deposition inh	INS-1E GSIS act	PglD DTNB	Statin myotox sup	Cneo AK release	PGC1a acetyl inh	F508del corr	miR-122 sensor
CN(CC(=O)Nc1ccccc1Cl)C(=O)COC(=O)c1cc([N+](=O)[O-])ccc1N1CCOCC1	-1	9	-6	nt	2	nt	-0.2	nt
COc1ccc(NC(=O)CSc2n[nH]c(C(C)C)n2)c([N+](=O)[O-])c1	8	4	-12	1	-1	2	2.0	-10
CC(C)c1ccc(/C=N/NC(=O)CCNC(=O)c2ccccc2)cc1	1	-32	-5	8	-2	nt	-0.6	nt
O=C(CN1C(=O)C2(OCCCO2)c2ccccc21)NCCc1ccccc1	nt	28	0	4	1	17	nt	nt
O=C(NCc1ccc2c3c(cccc13)C(=O)N2)c1cccs1	-1	20	-8	-10	-1	1	-3.9	4
CCO[C@H]1OC(C(=O)Nc2ccccc2)=C[C@@H](c2coc3ccccc3c2=O)[C@@H]1CCCO	0	-39	-2&-1	2	11&0	-13&-10	-4.9&2.6	-10
CN1C(=O)c2cc(NS(C)(=O)=O)ccc2OC[C@@H]2O[C@H](CC(=O)NC3CCCCC3)CC[C@@H]21	-9	-2	-1	8	1	nt	nt	nt

Full records, quoted from the list. Values in the order: FN deposition inh | INS-1E GSIS act | PglD DTNB | Statin myotox sup | Cneo AK release | PGC1a acetyl inh | F508del corr | miR-122 sensor
CN(CC(=O)Nc1ccccc1Cl)C(=O)COC(=O)c1cc([N+](=O)[O-])ccc1N1CCOCC1 in the list: -1 | 9 | -6 | nt | 2 | nt | -0.2 | nt
COc1ccc(NC(=O)CSc2n[nH]c(C(C)C)n2)c([N+](=O)[O-])c1 in the list: 8 | 4 | -12 | 1 | -1 | 2 | 2.0 | -10
O=C(NCc1ccc2c3c(cccc13)C(=O)N2)c1cccs1 in the list: -1 | 20 | -8 | -10 | -1 | 1 | -3.9 | 4
CC(C)c1ccc(/C=N/NC(=O)CCNC(=O)c2ccccc2)cc1 in the list: 1 | -32 | -5 | 8 | -2 | nt | -0.6 | nt
